Assay outcomes: PubChem BioAssay, NCI
NCI-60 one-dose screen, 48 h, at 10 µM unless noted. Numbers give growth in % (100 = growth as untreated, 0 = no growth, -100 = all killed).
LOX IMVI: LOX IMVI melanoma; 79,000 compounds, 7.4% hits; AID 1794757
MCF7: MCF7 breast cancer; 82,000 compounds, 6.3% hits; AID 1794796
MDA-MB-231: MDA-MB-231 breast cancer. 81,000 compounds, 5% hits. AID 1794789
SK-MEL-28: SK-MEL-28 melanoma; 81,000 compounds, 4.1% hits; AID 1794761
HS 578T: HS 578T breast cancer | 78,000 compounds, 4.1% hits | AID 1794788
T-47D: T-47D breast cancer; 79,000 compounds, 5% hits
BT-549: BT-549 breast cancer; 78,000 compounds, 4.4% hits; AID 1794793
MDA-MB-468: MDA-MB-468 breast cancer | 78,000 compounds, 8.5% hits
* marks the source's active call; other numbers are inactive results; x = no result given; & = joins results of further samples. The calls were made as follows: active = growth percent below 10; inactive = the rest.

SMILES	LOX IMVI	MCF7	MDA-MB-231	SK-MEL-28	HS 578T	T-47D	BT-549	MDA-MB-468
Cn1cncc1CC1COC(=O)C1C(O)c1ccccc1 (stereo not drawn)	94	95	108	123	115	95	86	89
COc1ccc2c(c1)CC[C@@H]1[C@@H]2CC[C@]2(C)C3C(=CC(COC(C)=O)C4C(=O)N(c5ccc(Cl)cc5)C(=O)C43)C[C@@H]12 (stereo partly drawn)	94	108	103	106	110	105	116	x
O=C(NO)c1ccc(-c2nc3ccc4[nH]ncc4c3c3c2CCCC3)cc1	-91*	-21*	-28*	-55*	-30*	-8.5*	-50*	-90*
Cc1nn(-c2ccccc2)c(N2CCCCC2)c1/C=N/N=c1\sc2ccccc2n1C	101	92	87	95	104	89	104	93
CC1[C@@H]([C@@H]2C[C@H]2c2ccccc2)[C@@H]1CCO (stereo partly drawn)	95	104	102	101	94	92	98	100
Cn1cnc2c(N(CCO)CCO)ncnc21	99	101	x	110	99	90	104	108
Cc1ccc(C(=O)N=c2n(-c3ccc(C)cc3)nc3n2CCN3C2=NCCN2C(=O)c2ccc(C)cc2)cc1	73	46	102	92	88	67	103	79
O=c1cc(O)n2ncnc2[nH]1	98	103	114	110	110	101	101	101
CNC(=O)Oc1ccc2c(c1)[C@]1(C)CCN(C)[C@@H]1N2C	102	111	108	118	137	106	94	109
O=[N+]([O-])c1cccc([I+]c2cccc([N+](=O)[O-])c2)c1	85	80	97	88	105	50	x	68
COc1ccc(Oc2nc(Nc3ccc(N4CCOCC4)cc3)ncc2NC(=O)c2cccc(C(F)(F)F)c2)cc1	52	79	69	100	91	77	97	93
COc1ccc2c(c1OC)OCC(CN(C)C)C2=O (stereo not drawn)	87	75	97	x	106	69	82	x
Brc1ccc(/C=N/Nc2nc3ccccc3s2)cc1	99	64	100	102	107	90	92	110
CCOC(=O)c1c(Nc2ccccc2)nn2c(-c3ccc4ccccc4c3)ccnc12	90	95	90	97	101	100	111	93
CC/C=C\C/C=C/C=C1/C(=O)C=C[C@@H]1C/C=C\CCCC(=O)OC	-70*	19	4.2*	37	12	17	-22*	20
O=c1cc(-c2nc3cc(Cl)c(F)cc3s2)c2ccc(Cl)cc2o1	103	92	105	106	128	95	97	80
ClCCOC1CC2CCC1C2 (stereo not drawn)	101	98	98	109	138	95	94	x
O=C(N/N=C\c1ccccc1S(=O)(=O)O)N/N=C/c1ccccc1S(=O)(=O)O	102	93	102	101	94	102	118	101
O=C(CCCN1C(=O)c2ccccc2C1=O)Nc1nc2ccccc2[nH]1	92	91	86	100	103	103	107	x
Cc1cc(C)on1	102	97	104	101	102	94	x	98
COc1cc2oc(-c3ccc(NC(=O)c4ccccc4Br)cc3)cc(=O)c2c(OC)c1OC	83	75	82	77	95	x	54	80
O=C(Nc1ccccc1)Oc1c(Cl)c(Cl)c(Cl)c(Cl)c1Cl	93&99	92&98	94&88	101&119	92	84&102	89&99	99&116
COC(=O)[C@]12CC[C@@H](C)[C@H](C)[C@@H]1C1=CC[C@@H]3[C@@]4(C)C(C#N)=C[C@@](C)(CO)[C@@H]4[C@H](O)C[C@@]3(C)[C@]1(C)CC2	62	66	68	74	79	39	78	60
O=C(N[C@H]1C(O)[C@H](O)C(CO)O[C@H]1O)NS(=O)(=O)c1ccccc1Cl (stereo partly drawn)	98	94	109	103	108	x	104	108
Cc1ccc(-c2nn(CC(=O)N3CCCCC3)c(N)c2C#N)cc1	96	94	101	109	98	106	100	92
COc1ccc(Cc2ccc(O)cc2)cc1	104	96	96	103	108	98	102	97
O=C(CNC(=O)c1nc(-c2ccccc2)n(-c2ccccc2)n1)NO	99	92	101	x	94	106	101	108
CCOC(=O)COc1ccc2c(c1)O/C(=C\c1ccc(O)cc1)C2=O	98	105	117	106	x	100	101	92
COc1ccc(-c2cc(-c3ccc(N(C)C)cc3)n3c(n2)nc2ccccc23)cc1OC	89	77	86	106	98	73	67	94
CN(C)c1ccc(/C=C\N=Nc2ccc(Br)cc2)cc1	13	37	50	84	102	37	69	106
O=C(CC(=O)Nc1cccc(C(F)(F)F)c1)Nc1ccc(Oc2ncnc3scc(Nc4n[nH]c(=S)s4)c23)cc1	75	70	96	109	94	83	95	97
CC1OC(n2c3ccccc3c3c4c(c5c6ccccc6[nH]c5c32)C(=O)N(CCN2CCCC2)C4=O)CC(O)C1O (stereo not drawn)	25	9.9*	75	91	58	52	66	26
CCOC(=O)c1c(C)nc2c(c1N)C(=O)C(=O)N2c1cc(OC)c(OC)c(OC)c1	95	95	95	112	101	90	92	93
CCOC(=O)C1=C(N)Oc2c(sc3c(F)cccc23)C1c1ccc(OC)cc1 (stereo not drawn)	93	70	104	95	87	92	116	59
CCCc1nc(NC(=O)c2ccccc2)nc(NC(=O)c2ccccc2)n1	94	94	100	106	115	94	98	92
NC(=S)N/N=C\c1cccc(/C=N/NC(N)=S)c1	97	106	102	104	90	105	94	95
Cc1nn(-c2ccccc2)c2nc(C)n(-c3ccc(Br)cc3)c(=O)c12	46	13	50	69	15	23	51	-6.0*
OCCCC1CCCCN1C(Cc1ccccc1)c1ccccc1 (stereo not drawn)	91	92	102	106	114	49	81	123
COc1ccc(Br)c(C=O)c1OS(=O)(=O)c1ccc(C)cc1	x	91	102	105	91	90	98	87
CCOC(=O)c1cc(OCC)nc(SC)n1	94	95	118	116	106	99	111	98
O=C(Nc1ccc2ncnc(Nc3cccc(C(F)(F)F)c3)c2c1)c1ccccc1	82	58	79	89	112	72	80	58
O=C(/C=C/c1cn(-c2ccccc2)nc1-c1ccccc1)NNC(=O)Nc1ccc(F)cc1	97	92	93	105	99	98	105	125
COc1ccc(-c2nn(-c3cccc(Cl)c3)cc2-c2cc(-c3ccccc3)nc(N)c2C#N)cc1	85	55	81	99	69	63	81	77
COc1ccc(N2COC(=O)c3ccccc32)cc1	105	90	83	107	111	91	98	116
Cc1cccc(-c2nnc(-c3ccc4ccccc4c3)o2)c1	94	89	99	104	119	96	108	110
CCOC(=O)c1cnc2ccc(OC)cc2c1Nc1cccc(NS(C)(=O)=O)c1	99	98	99	126	98	102	92	98
C#CCn1c(-c2ccc(OC)c(OC3CCCC3)c2)nc(-c2ccccc2)c1-c1ccccc1	81	56	57	96	91	42	74	56
Clc1ccc(/C=N/Nc2ncc(-c3cc4cc5c(cc4o3)OCO5)s2)c(Cl)c1	99	66	93	100	115	65	114	88
Cc1ccc(NC(=O)CSc2nnc(-c3ccc(NC(=O)c4cccnc4)cc3)n2N)cc1	101	92	102	106	80	94	108	98
COC(=O)C(CCC(=O)CCl)N1C(=O)c2ccccc2C1=O (stereo not drawn)	-44*	26	85	87	85	x	56	32

Other compounds
SMILES	LOX IMVI	MCF7	MDA-MB-231	SK-MEL-28	HS 578T	T-47D	BT-549	MDA-MB-468
COc1ccc2c(c1)C(=O)c1c-2c(=O)n(CCCCCCC(=O)NO)c2ccccc12	-82*	5.9*	-5.7*	-18*	-2.3*	-12*	23	6.8*
C[C@H]1[C@@H]2[C@H]3CC[C@@H]4[C@@]5(C)Cc6c([nH]c7ccccc67)C(C)(C)[C@@H]5CC[C@@]4(C)[C@]3(C)CC[C@]23CO[C@]1(C)[C@@H](C(=O)/C=C/c1cccnc1)C3	x	49	82	71	85	23	54	57
COc1cc(/C=C2\SC(=S)N(/C=C(/C#N)C(=O)c3ccc4ccccc4c3)C2=O)cc(OC)c1OC	55	69	56	95	79	42	71	87
[N-]=[N+]=NCCCC[C@@H]1N=C(c2ccc(Br)cc2)Nc2nc3ccccn3c2C1=O	95	68	79	110	97	79	100	103
Cc1cc(=O)oc2cc(O)c(N)cc12	116	85	142	104	108	104	96	x
CC(=O)c1sc(Nc2nc(O)c(C3=c4cc(Cl)ccc4=NC3=O)s2)nc1C	84	84	107	103	116	100	88	94
CC1=CC(=O)C2=C(C)CC(OC(=O)c3ccco3)[C@@H]3[C@H](OC(=O)[C@@H]3C)[C@@H]12 (stereo partly drawn)	96	86	100	104	96	99	103	92
O=C1c2ccccc2C(=O)N1c1ccccc1Cl	100	96	104	104	87	x	x	118
COc1ccc(C2CC(c3cnccn3)=NN2C(N)=S)cc1OC (stereo not drawn)	97	99	93	117	103	109	76	104
Nc1nc(Cl)c2c(C(F)(F)F)cn(CC3CCNCC3)c2n1	-13*	103	54	84	89	104	103	27
Oc1ccccc1N=Cc1ccccc1	55	74	x	119	108	x	80	91
O=C1C(=O)c2ccccc2C(O)=C1CCCc1ccc(OCc2ccccc2)cc1	83	95	84	104	107	104	91	x
CCCNCC(=O)Nc1cccc(Cl)c1	101	96	93	108	86	98	96	95
[Ag].[Ag].[NH-]S(=O)(=O)c1ccc(N=Nc2cc(N=Nc3ccc(S([NH-])(=O)=O)cc3)c3c(NC(=O)C(Cl)Cl)cccc3c2OC(=O)C(Cl)Cl)cc1.[c-]1nccs1.[c-]1nccs1	79	51	49	89	76	7.8*	104	61
Cc1cc(=O)n2[nH]cnc2n1	100&89	103&103	112&106	112&110	113&95	98&91	116&108	97&124
CCOC(=O)C1CN(CCc2ccccc2)CCC1=O (stereo not drawn)	102	111	103	121	111	120	112	116
CC1=C(C(=O)Nc2ccc(Cl)cc2)C2(C(=O)Nc3ccccc32)N(C)C(=O)N1 (stereo not drawn)	89	111	104	107	96	91	101	108
CCn1cc(C(=O)N/N=C/c2ccccc2)c(=O)c2cc(F)c(N3CCNC(C)C3)c(F)c21 (stereo not drawn)	-87*	-84*	-70*	-79*	70	64	78	30
O=C1c2ccccc2C(=O)c2c1ccc(C(=O)O)c2[N+](=O)[O-]	88	90	79	101	82	105	96	119
O=C(Cc1ccc([N+](=O)[O-])cc1)Oc1ccccc1	107	107	108	112	109	109	106	113

In a second layout: results already given
structure | LOX IMVI | MCF7 | MDA-MB-231 | SK-MEL-28 | HS 578T | T-47D | BT-549 | MDA-MB-468
O=C1C(=O)c2ccccc2C(O)=C1CCCc1ccc(OCc2ccccc2)cc1 | 83 | 95 | 84 | 104 | 107 | 104 | 91 | x
CCCNCC(=O)Nc1cccc(Cl)c1 | 101 | 96 | 93 | 108 | 86 | 98 | 96 | 95
[Ag].[Ag].[NH-]S(=O)(=O)c1ccc(N=Nc2cc(N=Nc3ccc(S([NH-])(=O)=O)cc3)c3c(NC(=O)C(Cl)Cl)cccc3c2OC(=O)C(Cl)Cl)cc1.[c-]1nccs1.[c-]1nccs1 | 79 | 51 | 49 | 89 | 76 | 7.8* | 104 | 61
Cc1cc(=O)n2[nH]cnc2n1 | 100&89 | 103&103 | 112&106 | 112&110 | 113&95 | 98&91 | 116&108 | 97&124
CCOC(=O)C1CN(CCc2ccccc2)CCC1=O (stereo not drawn) | 102 | 111 | 103 | 121 | 111 | 120 | 112 | 116
CC1=C(C(=O)Nc2ccc(Cl)cc2)C2(C(=O)Nc3ccccc32)N(C)C(=O)N1 (stereo not drawn) | 89 | 111 | 104 | 107 | 96 | 91 | 101 | 108
CCn1cc(C(=O)N/N=C/c2ccccc2)c(=O)c2cc(F)c(N3CCNC(C)C3)c(F)c21 (stereo not drawn) | -87* | -84* | -70* | -79* | 70 | 64 | 78 | 30

Carrying on:
SMILES	LOX IMVI	MCF7	MDA-MB-231	SK-MEL-28	HS 578T	T-47D	BT-549	MDA-MB-468
COc1ccc2nc(Cl)c(-c3nnc(-c4ccccc4Cl)o3)nc2c1	101	75	100	108	98	93	121	95
CC(=O)C1=C(O)C=C2Oc3c(C(=O)/C=C/c4cc(C(F)(F)F)cc(C(F)(F)F)c4)c(O)c(C)c(O)c3[C@]2(C)C1=O	-85*	-42*	-39*	-72*	-12*	-19*	-30*	-69*
CC(=O)c1cccc(-c2nc(N)nc(Nc3ccccc3SSc3ccccc3Nc3nc(N)nc(-c4cccc(C(C)=O)c4)n3)n2)c1	94	97	83	104	92	98	x	111
COc1cc(C(=O)c2cc(C(C)=O)c3c(C)cc(C)cn23)cc(OC)c1OC	109	74	83	100	84	82	137	70
COc1cc(-c2nn(C(=O)NCCN3CCOCC3)cc2-c2ccncc2)ccc1Cl	101	95	105	110	106	120	110	108
COc1ccc(-c2c3c(nn2-c2ccccc2)CCc2cnoc2-3)cc1OC	80	89	76	96	x	77	81	73
Cc1ccc2nc(-c3c(-c4ccc(F)cc4)nc4sc(C)nn34)[nH]c2c1	93	90	124	103	x	97	108	116
CC1=CC(O)C2CC1C2(C)C (stereo not drawn)	105&98	99&101	110&99	115&107	106&98	106&96	99	100&105
Cc1ccc(-c2cnc3sc(C(=O)NNC(=O)c4ccc(Br)cc4)c(C)n23)cc1	90	55	94	106	99	87	107	78
Cc1c(N2C(=O)CS/C2=N\N=C2/SCC(=O)N2N)c(=O)n(-c2ccccc2)n1C	97	93	96	108	99	91	86	110

Single records, as listed above. Values in the order: LOX IMVI, MCF7, MDA-MB-231, SK-MEL-28, HS 578T, T-47D, BT-549, MDA-MB-468
Entry for CC(=O)c1cccc(-c2nc(N)nc(Nc3ccccc3SSc3ccccc3Nc3nc(N)nc(-c4cccc(C(C)=O)c4)n3)n2)c1 → 94, 97, 83, 104, 92, 98, x, 111
Entry for COc1ccc2nc(Cl)c(-c3nnc(-c4ccccc4Cl)o3)nc2c1 → 101, 75, 100, 108, 98, 93, 121, 95
Entry for COc1ccc(-c2c3c(nn2-c2ccccc2)CCc2cnoc2-3)cc1OC → 80, 89, 76, 96, x, 77, 81, 73

Other results:
SMILES	LOX IMVI	MCF7	MDA-MB-231	SK-MEL-28	HS 578T	T-47D	BT-549	MDA-MB-468
CC(=O)C(C(C)=O)c1nc2sc3cccc(Cl)c3n2c(=N)c1C#N	99	80	84	107	107	93	98	132
O=C(O)/C=C/C(=O)NCCNC(=O)/C=C/C(=O)O	102	100	105	116	120	99	93	99
O=c1c2cc(Br)cc(Br)c2nc(-c2ccc(Cl)cc2)n1/N=C\c1ccccc1F	70	56	55	98	61	70	88	79
O=C(CNc1ccccc1)Nc1ncc(Cc2ccc(Cl)cc2)s1	79	91	98	104	92	85	95	92
FC(F)(F)c1ccc(-c2nc(-c3cc(-c4ccco4)nc(-c4ccco4)c3)cc3c2[nH]c2ccccc23)cc1	82	78	67	96	69	89	92	135
